Casp6 inh = human caspase-6 inhibitors, primary screen, biochemical, VEID-R110 fluorescence, single point, set 2 | purified caspase-6, Z-VEID-R110 cleavage fluorescence | actives 0.53% (n = 350,000) | P55212 | AID 686996, 2013 | inhibition, % at 12.5 µM;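 active means mean inhibition across replicates at least about 35%, with every replicate also reaching that limit, limit read from the data; inconclusive means only one of the two criteria met; inactive means neither criterion met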;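 further: 0% = median of neutral control wells and 100% = no fluorescence left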
Target sequence (P55212 24-179 limits assumed): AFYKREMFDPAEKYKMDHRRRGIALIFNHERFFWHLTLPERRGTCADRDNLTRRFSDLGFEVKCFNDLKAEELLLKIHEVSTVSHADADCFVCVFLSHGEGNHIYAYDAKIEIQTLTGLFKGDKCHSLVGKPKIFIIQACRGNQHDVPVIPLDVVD
Target sequence (P55212 194-293 limits assumed): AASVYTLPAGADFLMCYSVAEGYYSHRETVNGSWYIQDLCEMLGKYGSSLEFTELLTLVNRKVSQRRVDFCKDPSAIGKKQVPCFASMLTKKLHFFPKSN
ERAP1 HTS inh = human ERAP1 aminopeptidase inhibitors, primary screen, biochemical, single point, plate reader; recombinant ERAP1, Leu-AMC fluorescence, 60 min; inhibition, % at 10.7 µM; actives 0.15% (n = 340,000); AID 652197, 2013;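 active means mean replicate inhibition of at least 30%, or all replicates individually reaching that 30% level; inactive means mean below 30% and not every replicate reaching it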;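 further: 0% = neutral control wells and 100% = L-leucinethiol positive control wells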
ERp5 inh = inhibitors of ERp5-driven insulin aggregation, primary screen, biochemical, turbidity, absorbance 650 nm, single point; inhibition, % at 9.99 µM; Protein disulfide-isomerase A6 (Homo sapiens), Q15084; 90 min; actives 0.05% (n = 350,000);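 active means mean replicate inhibition above about 25%, with every replicate also reaching it, limit read from the data, passing the limit was not always enough; inconclusive means only one of those two criteria met; inactive means neither criterion met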
Target sequence (Q15084 whole entry, looked up): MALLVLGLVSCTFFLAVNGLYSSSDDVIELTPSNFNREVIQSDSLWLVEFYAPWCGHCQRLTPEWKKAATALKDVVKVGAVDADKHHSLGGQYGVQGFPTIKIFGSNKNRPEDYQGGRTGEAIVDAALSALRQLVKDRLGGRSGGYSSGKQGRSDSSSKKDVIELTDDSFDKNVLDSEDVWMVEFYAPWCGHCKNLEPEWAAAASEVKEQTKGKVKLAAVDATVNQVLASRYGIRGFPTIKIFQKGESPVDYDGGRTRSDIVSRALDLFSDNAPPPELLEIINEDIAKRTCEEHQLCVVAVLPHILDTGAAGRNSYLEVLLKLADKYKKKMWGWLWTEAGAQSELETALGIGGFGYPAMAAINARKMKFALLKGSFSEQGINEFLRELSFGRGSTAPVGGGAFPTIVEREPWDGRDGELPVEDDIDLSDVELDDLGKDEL
SIRT5 block = SIRT5 desuccinylase inhibitors, primary screen, biochemical, fluorescence imaging, single point, set 5; Purified SirT5, succinyl-peptide AMC, trypsin-coupled fluorescence; inhibition, % at 15 µM; actives 1.1% (n = 330,000); in the data active means inhibition above about 15%; inconclusive means no clear call, values can overlap the other calls
Target sequence (Q9NXA8 whole entry, looked up): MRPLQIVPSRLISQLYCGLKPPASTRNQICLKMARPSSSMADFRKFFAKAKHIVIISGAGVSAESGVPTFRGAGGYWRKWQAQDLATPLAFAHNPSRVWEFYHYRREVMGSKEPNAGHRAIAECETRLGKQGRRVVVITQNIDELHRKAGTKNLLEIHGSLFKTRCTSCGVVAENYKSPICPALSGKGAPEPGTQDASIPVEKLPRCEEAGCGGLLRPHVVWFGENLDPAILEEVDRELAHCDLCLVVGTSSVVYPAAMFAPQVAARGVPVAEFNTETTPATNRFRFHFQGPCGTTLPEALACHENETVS
miR-122 sensor = miR-122 Renilla sensor signal increase in Huh7, primary screen, miR-122 inhibitor project, cell-based, single point, plate reader; Huh7 miR-122 Renilla luciferase sensor, 48 h; neutral wells = 0, positive control = 100; activation (reporter increase), % at 12.5 µM; actives 0.3% (n = 340,000);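 active means mean replicate activation score at least 90 and every replicate individually at or above 90; inconclusive means only one of the two criteria met; inactive means neither criterion met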;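 further: higher luciferase means less miR-122 activity so hits act as miR-122 inhibitors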
CFTR F508del cor = F508del CFTR correction, initial screen, CFBE line, single point; activity (quench increase), % at 7.58 µM; actives 0.36% (n = 350,000); CFBE cells, YFP halide quenching; stimulated with forskolin plus potentiator P3; % fluorescence drop versus neutral controls;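 active means mean added fluorescence quench of at least 8% versus neutral control, with both replicates also reaching 8%; inconclusive means only one of the mean or replicate conditions met; inactive means mean below 8% and not both replicates reaching 8%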;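 further: cells transiently co-express mutant CFTR-F508del with the halide-sensitive YFP; corrector assay measuring rescue of mutant channel to the surface after 24 h compound exposure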
DENV2 CPE rescue = inhibitors of DENV2 cytopathic effect, primary screen, cell-based, plate reader, single concentration; CPE inhibition, % at 9.99 µM; DENV2-infected cells, cytopathic effect rescue; actives 1.7% (n = 350,000); AID 651640, 2012; in the data active means CPE inhibition above about 20%, passing the limit was not always enough; inconclusive means no clear call, values can overlap the other calls; tested in BHK-21 cells;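 further: 0% = median of neutral control wells and 100% = median of positive control wells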
* hit, by the source's call; ? = inconclusive; / = not tested or not shown; & = joins results of further samples; [ ] = dose if it differs, or a comment.

Start of the data: the first 17 compounds, ahead of the listing:
SMILES	Casp6 inh	ERAP1 HTS inh	ERp5 inh	SIRT5 block	miR-122 sensor	CFTR F508del cor	DENV2 CPE rescue
Cc1cccc(S(=O)(=O)N[C@H]2CC[C@H](CCNC(=O)c3cnccn3)O[C@H]2CO)c1	3	-1	1	1	/	-0.4	14
COc1ccccc1C(O)(C(=O)N(NC(C)=O)c1ccccc1)c1ccccc1OC	-2	-1	-1	-1	-6	1.8	-3
CC(=O)Nc1ccc(S(=O)(=O)NCCc2cn3nc(C)c(C)nc3n2)cc1	1	12	2	-7	2	-1.0	5
COc1cccc(S(=O)(=O)N2CCCCN3[C@H](C2)[C@@H](c2ccc(-c4cncnc4)cc2)[C@@H]3CO)c1	-4	3	-1	0	4[16.7 µM]	1.6	1
CCOc1ccc(Nc2ccnc3cc(Cl)ccc23)cc1	2	/	6	13	-5	-1.9	5
CC(=O)CC(c1ccccc1)S(=O)(=O)c1ccc([N+](=O)[O-])cc1 (configuration not stated)	1	-3	-1	0	/	1.5	-3
NC(N)=NN=C1CCC(c2ccccc2)CC1 (configuration not stated)	-8	0	-4	-2	-2	0.7	6
CC(C)NC(=O)Nc1cccc2c1O[C@H](CN(C)Cc1ccc(Oc3ccccc3)cc1)[C@H](C)CN([C@@H](C)CO)C2=O	0	1	0	9	13[16.7 µM]	1.3	3
O=C(Cc1ccncc1)Nc1ccc2c(c1)[C@@H]1C[C@H](CC(=O)N3CCc4ccccc4C3)O[C@H](CO)[C@@H]1O2	-5	1	-4	-3	-7[16.7 µM]	-1.2	-1
Fc1ccccc1Nc1nc(NCc2ccco2)nc(N2CCOCC2)n1	0	2	5	-3	15	-2.8	-2
Oc1cccc(C=Nc2cccc3ccccc23)c1O	2	-3	2	-2	/	-5.9	-3
N#C[C@H]1N[C@H](CO)[C@@H]1c1ccc(C#CC2CCCC2)cc1	-1	5	2	-36	/	1.4	9
CN(Cc1cc2ccccc2[nH]c1=O)C(=O)COc1ccccc1	0	/	-1	2	/	0.6	5
Cc1nc(N2CCCCC2)nc(N2CCCCC2)c1C=O	-5	5	-1	0	0	0.0	0
CC(C)c1nc2c(c(=O)c3ccccc3n2C)c(=O)n1CCc1ccccc1	1	-3	/	-2	7	-2.6	19
CNc1ccc(C(=O)c2ccccc2C(=O)O)cc1[N+](=O)[O-]	0	-1	0	3	/	0.5	-7
Cc1ccc(C(=O)NCC(C)NC(=O)c2ccc(C)c([N+](=O)[O-])c2)cc1[N+](=O)[O-] (configuration not stated)	7	-3	3	-3	0	0.7	-4

The listing (from the top)
SMILES	Casp6 inh	ERAP1 HTS inh	ERp5 inh	SIRT5 block	miR-122 sensor	CFTR F508del cor	DENV2 CPE rescue
Cc1cccc(S(=O)(=O)N[C@H]2CC[C@H](CCNC(=O)c3cnccn3)O[C@H]2CO)c1	3	-1	1	1	/	-0.4	14
COc1ccccc1C(O)(C(=O)N(NC(C)=O)c1ccccc1)c1ccccc1OC	-2	-1	-1	-1	-6	1.8	-3
CC(=O)Nc1ccc(S(=O)(=O)NCCc2cn3nc(C)c(C)nc3n2)cc1	1	12	2	-7	2	-1.0	5
COc1cccc(S(=O)(=O)N2CCCCN3[C@H](C2)[C@@H](c2ccc(-c4cncnc4)cc2)[C@@H]3CO)c1	-4	3	-1	0	4[16.7 µM]	1.6	1
CCOc1ccc(Nc2ccnc3cc(Cl)ccc23)cc1	2	/	6	13	-5	-1.9	5
CC(=O)CC(c1ccccc1)S(=O)(=O)c1ccc([N+](=O)[O-])cc1 (configuration not stated)	1	-3	-1	0	/	1.5	-3
NC(N)=NN=C1CCC(c2ccccc2)CC1 (configuration not stated)	-8	0	-4	-2	-2	0.7	6
CC(C)NC(=O)Nc1cccc2c1O[C@H](CN(C)Cc1ccc(Oc3ccccc3)cc1)[C@H](C)CN([C@@H](C)CO)C2=O	0	1	0	9	13[16.7 µM]	1.3	3
O=C(Cc1ccncc1)Nc1ccc2c(c1)[C@@H]1C[C@H](CC(=O)N3CCc4ccccc4C3)O[C@H](CO)[C@@H]1O2	-5	1	-4	-3	-7[16.7 µM]	-1.2	-1
Fc1ccccc1Nc1nc(NCc2ccco2)nc(N2CCOCC2)n1	0	2	5	-3	15	-2.8	-2
Oc1cccc(C=Nc2cccc3ccccc23)c1O	2	-3	2	-2	/	-5.9	-3
N#C[C@H]1N[C@H](CO)[C@@H]1c1ccc(C#CC2CCCC2)cc1	-1	5	2	-36	/	1.4	9
CN(Cc1cc2ccccc2[nH]c1=O)C(=O)COc1ccccc1	0	/	-1	2	/	0.6	5
Cc1nc(N2CCCCC2)nc(N2CCCCC2)c1C=O	-5	5	-1	0	0	0.0	0
CC(C)c1nc2c(c(=O)c3ccccc3n2C)c(=O)n1CCc1ccccc1	1	-3	/	-2	7	-2.6	19
CNc1ccc(C(=O)c2ccccc2C(=O)O)cc1[N+](=O)[O-]	0	-1	0	3	/	0.5	-7
Cc1ccc(C(=O)NCC(C)NC(=O)c2ccc(C)c([N+](=O)[O-])c2)cc1[N+](=O)[O-] (configuration not stated)	7	-3	3	-3	0	0.7	-4
COCCCNC(=O)/C(C#N)=C/c1ccc(F)cc1	1	2	-1	-2	/	1.9	-3
CCS(=O)(=O)NCC[C@@H]1CC[C@H](NC(=O)Cc2ccccn2)[C@@H](CO)O1	-45	-2	2	1	4[16.7 µM]	-1.5	0
Brc1cccc(-c2nc3c4ccccc4ccn3c2CC2CCCCC2)c1	1	0	2	-2	/	-2.8	10
O=C(Cn1cccn1)N1CCCC(N2CCN(c3ccccc3F)CC2)C1 (configuration not stated)	1	-1	-2	-3	7	0.1	-3
CCCCCCC(C)n1[nH]c(=O)cc1N (configuration not stated)	-2	/	-3	11	/	-0.8	-2
CCN1CCN(C(=O)C2CCN(Cc3nc(-c4cccc(Cl)c4)oc3C)CC2)CC1	-67	/	-1	/	-8	1.0	9
O=C(O)Cn1cc(/C=C2/NC(=O)N(c3ccc(Cl)cc3)C2=O)c2ccccc21	3	13	1	4	-2	-2.5	2
COc1cccc(-c2nc(COc3ccc(Cl)cc3Cl)no2)c1	-1	-1	-4	0	/	-1.3	7
Cc1nn(C(C)(C)C)c(NC(=O)c2ccccc2)c1C#N	3	1	2	-4	/	2.1	-1
CC1CCCCC1NC(=O)/C(C#N)=C/c1ccccc1F (configuration not stated)	-2	8	0	2	1	/	2
CCCCC(=O)N(C)c1c(CC)nc2c(OCCOc3ccc(F)cc3)cccn12	3	-2	2	/	-13	3.1	3
CC(C)C[C@H](NC(=O)N1CC(=O)Nc2ccccc21)C(=O)N1CCC(C(=O)O)CC1	1	1	4	0	-3	0.4	5
O=C(c1ccccc1F)N1C[C@H]2[C@@H](c3ccccc31)[C@@H](CO)N2C(=O)c1cccnc1	1	-1	3	-5	-17[16.7 µM]	-0.5	?
CCc1c(N)nc(N)nc1Nc1ccccc1Cl	-2	6	6	/	-3	3.7	8
CC1(C(=O)NCc2ccc(C(F)(F)F)cc2)CCN1Cc1ccccc1OC(F)F (configuration not stated)	1	6	-7	-2	3	3.9	-17
CC(C)c1ccc(/C=C/C2=NNC(=O)CC2)cc1	0	6	0	2	-4	4.3	-6
COc1ccccc1CN1CCNC(=O)C1CC(=O)O (configuration not stated)	5	2	2	0	5	0.4	-2
CCOC(=O)C(=Cc1ccc(-n2ccnc2)cc1)C(=O)OCC	-3	16	1	2	4	/	-8
O=C(N/N=C/c1cccn1-c1ccc(O)cc1)c1cccc2ccccc12	0	6	-7	-2	-2	-0.7	-3
CN(Cc1ccccc1)N=Nc1ccccc1	-1	0	-1	-3	/	-2.3	7
Cc1nnc(SCC(=O)NC(=O)NC(C)(C)C)s1	1	0	0	-3	/	-2.5	/
COc1cccc(OCc2nnc(SCc3cc(=O)[nH]c4ccccc34)o2)c1	-2	-2	0	0	/	-3.7	-3
COc1ccc(CN2C3CCCC2CC(NC(=O)/C=C/c2ccccc2)C3)cc1 (configuration not stated)	2	-3	?	0	-7	-2.8	?
C[C@@H]1CN([C@@H](C)CO)C(=O)CCCn2nncc2CO[C@@H]1CN(C)C(=O)Nc1cccc(Oc2ccccn2)c1	1&-3&-2	-3&-2&-2	1&2&8	-4&10&-3	2	1.5&0.9&0.0	-1&1&-1
O=C(C1CCCC1)N1CCCCN2[C@H](CO)[C@H](c3ccc(C#CC4(O)CCCC4)cc3)[C@@H]2C1	-1	5	-2	4	-26[16.7 µM]	-2.0	-4
CC(C)(C)n1nnnc1C(c1ccccc1F)N(Cc1ccco1)CC1CCCO1 (configuration not stated)	12	-2	-3	6	67	-2.4	-6
Cc1cc(C(=O)NC2CCCN(Cc3ccc(Cl)cc3)C2)n(C)n1 (configuration not stated)	-2	-4	3	2	-6	-3.2	-3
CCC1(CC)NC(=O)N(CC(=O)OCC(=O)Nc2ncc(Cl)cc2Cl)C1=O	10	-3	-38	-2	/	-0.4	-11
Cc1ccc(S(=O)(=O)CCC(=O)OCC(=O)N2c3ccccc3CC2C)cc1 (configuration not stated)	1	2	-2	-3	/	-2.3	3
CCN1CSC(=S)N(Cc2ccc(OC)cc2)C1	-5	-1	1	-3	9	-2.2	-1
CO[C@@H]1CN(C)C(=O)c2cc(NC(=O)Nc3ccc4c(c3)OCO4)ccc2OC[C@@H](C)NC[C@@H]1C	-1	4	11	/	/	-3.0	-2
CCCCN(C(=O)c1cc(-c2ccco2)nc2ccccc12)c1c(N)n(CCCC)c(=O)[nH]c1=O	20	-1	-2	-2	/	1.2	109*
O=C(c1ccco1)N1CCN(C(=O)c2ccco2)CC1	-1	7	-3	2	/	-1.8	2

Carrying on:
SMILES	Casp6 inh	ERAP1 HTS inh	ERp5 inh	SIRT5 block	miR-122 sensor	CFTR F508del cor	DENV2 CPE rescue
C=CCn1c(SCC(=O)Nc2nnc(C)s2)nnc1C1CC1	19	-4	2	0	-9	3.7	-9
O=C(Cc1ccccn1)N[C@H]1CC[C@H](CCn2cc(-c3ccc(F)cc3)nn2)O[C@H]1CO	2	-3	0	-1	/	0.8	7
NS(=O)(=O)c1cccc(NC(=O)C2CC(=O)N(Cc3ccco3)C2)c1 (configuration not stated)	-1	/	5	0	-3	0.2	0
C[C@H](NC(=O)N1CCn2c1nc1ccccc12)C(=O)NC1CC1	-2	-2	2	1	7	-0.3	-4
O=C1CC(SC2=NCCS2)C(=O)N1c1ccc(Br)cc1 (configuration not stated)	2	-3	1	-5	2	/	16
CC(C)[C@H](NC(=O)N1CC(=O)Nc2ccccc21)C(=O)N1CCC[C@H]1C(=O)O	0	/	4	/	-9	2.1	0
COc1ccc(S(=O)(=O)N2CC[C@@H]3[C@@H](CO)Nc4ccc(C#Cc5ccccc5OC)cc4[C@@H]32)cc1	2	-1	-4	10	/	3.9	0
O=C(C1CCC1)N1CC(=O)N2[C@H](CO)[C@@H](c3ccc(-c4cccnc4)cc3)[C@H]2C1	3	0	4	-3	/	-2.0	-3
O=C(Cc1ccccc1Cl)N1CCN(c2ncccn2)CC1	-1	-1	3	-5	-2	/	1
COC(=O)/C=c1\[nH]c2nnc(C)n2c1=O	0	6	-2	-23	/	-0.1	-5
CCCCCCCCN1C(=O)[C@H](CC(=O)NCCc2ccccc2OC)C[C@@]2(C(=O)OC)CC(C)(C)CC=C12	-1	1	1	0	/	1.8	-4
COc1ccccc1Nc1c([N+](=O)[O-])cncc1[N+](=O)[O-]	9	-1	-1	5	3	0.2	-1
CN1C(=O)c2cc(NC(=O)c3ccccc3)ccc2OC[C@@H]2O[C@@H](CC(=O)NCC3CC3)CC[C@H]21	-1	-2	3	-8	2[16.7 µM]	-0.2	-4
COc1ccc(C(=O)NCCNc2nc3ccc(C)cc3cc2C#N)cc1OC	-1	-7	0	12	-3	/	-1

Bioassay records as filed in PubChem.
